MITF TRPM1 HTS: activators of MITF-driven TRPM1 promoter reporter, primary screen, cell-based, SK-MEL-5, luciferase, single point. SK-MEL-5 TRPM1-promoter luciferase, 24 h; % of positive control, neutral wells = 0. activation, % at 12.5 µM. AID 588334, 2011. 0.75% of 300,000 active;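 active means mean activation of at least 80% with every replicate also reaching 80%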;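 further: 0% = neutral control wells and 100% = parthenolide positive control wells; values of inactives mirror those of a sister screen read the other way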
SR-BI HDL uptake: inhibitors of SR-BI mediated HDL lipid uptake, primary screen, ldlA[mSR-BI] cells, fluorescence, single point | Scavenger receptor class B member 1 (Mus musculus), Q61009 | ldlA[mSR-BI] CHO cells, DiI-HDL uptake fluorescence, 3 h | inhibition, % at 12.5 µM | 0.96% of 320,000 active;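 active means mean replicate inhibition of at least 70% and a set share of replicates each scoring 70 or more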;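 further: 0% = median of neutral control wells and 100% = median of positive control wells; values of inactives mirror those of a sister screen read the other way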
Target sequence (Q61009 whole entry, looked up): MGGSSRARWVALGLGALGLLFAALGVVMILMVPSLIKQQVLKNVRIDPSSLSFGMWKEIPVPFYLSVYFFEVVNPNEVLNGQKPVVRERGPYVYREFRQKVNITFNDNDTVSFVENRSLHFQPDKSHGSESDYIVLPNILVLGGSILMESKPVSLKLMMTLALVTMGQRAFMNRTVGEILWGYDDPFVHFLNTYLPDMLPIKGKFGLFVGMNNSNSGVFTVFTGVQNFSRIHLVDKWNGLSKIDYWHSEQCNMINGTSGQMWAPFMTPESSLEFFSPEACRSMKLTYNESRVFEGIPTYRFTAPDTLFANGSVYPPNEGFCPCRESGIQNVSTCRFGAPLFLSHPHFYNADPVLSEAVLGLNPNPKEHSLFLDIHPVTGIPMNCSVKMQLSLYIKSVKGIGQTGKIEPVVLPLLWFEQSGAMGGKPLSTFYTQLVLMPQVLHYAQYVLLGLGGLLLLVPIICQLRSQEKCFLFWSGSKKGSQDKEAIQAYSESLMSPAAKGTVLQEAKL
Ecoli viability: E. coli V3065 growth inhibition, primary screen, counter-screen for AddAB inhibitor project, absorbance, OD600. 0.27% of 330,000 active. 18 h. inhibition, % at 11.9 µM. AID 449728, 2010;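 active means inhibition above the campaign's mean inhibition across all tested compounds plus 3 SD, cut at about 9.9% in these data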;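 further: uninfected addAB+ strain grown without phage in ampicillin broth; 0% = DMSO wells and 100% = ciprofloxacin 0.95 µg/ml wells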
CAL PDZ FP-1: CAL PDZ peptide-binding inhibitors, primary screen, biochemical, fluorescence polarization, Cer-tagged CAL PDZ, HTS; Golgi-associated PDZ and coiled-coil motif-containing protein (Homo sapiens), Q9HD26; 0.02% of 330,000 active; inhibition, % at 20 µM; purified CAL PDZ, TMR-peptide fluorescence polarization, 1 h; AID 504414, 2011;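 active means highest replicate inhibition of at least 40%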;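 further: plate controls were DMSO neutral control wells for no effect and unlabeled competitor peptide control wells for full effect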
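System: purified tagged CAL PDZ domain construct (CerCALP). Schedule: 1 h incubation at room temperature before polarization reading. Medium: 25 mM sodium phosphate pH 7.4, 150 mM NaCl, TCEP, IgG, Thesit. Read-out: percent inhibition from loss of millipolarization. Measured by: FP readout, S and P plane fluorescence. Probe or stimulus: fluorescent TMR peptide probe.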
AddAB inh: growth inhibition of E. coli expressing H. pylori AddAB, primary screen, AddAB inhibitor project, absorbance | inhibition, % at 11.9 µM | 0.29% of 330,000 active; in the data active means inhibition above about 12%;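 further: 0% = vehicle wells of infected cells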
Tat transport: E. coli Tat export inhibitors, primary screen, MC4100, TorA-mCherry reporter, fluorescence, single point. inhibition, % at 10 µM. 0.036% of 340,000 active. AID 488895, 2010;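 active means mean replicate inhibition at least 50% and at least half of replicates individually reaching 50%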;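 further: exported cargo escapes ClpAP degradation while cytoplasmic cargo is degraded and loses fluorescence; 0% = median of neutral control wells and 100% = median of NaSCN control wells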
SR-BI uptake up: activators of SR-BI mediated DiI-HDL uptake, primary screen, ldlA[mSR-BI] CHO cells, DiI fluorescence; 3 h; 100 = double the neutral-control signal; activation, % at 12.5 µM; 0.096% of 320,000 active;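 active means mean replicate activation of at least 60% and every replicate at or above 60%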;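 further: 0% = median plate neutral-control signal and 100% = twice that signal; values of inactives mirror those of a sister screen read the other way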
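Test system: SR-BI-overexpressing, LDLR-lacking CHO cells; Medium: Ham's F12 with 0.5% BSA, HEPES 25 mM, pH 7.4; Schedule: 3 h, 37 °C; Technique: bottom-read fluorescence, 550/595 nm.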
CAL PDZ FP-2: untagged CAL PDZ binding inhibitors, primary screen, biochemical, fluorescence polarization, HTS | AID 602252, 2012 | Golgi-associated PDZ and coiled-coil motif-containing protein (Homo sapiens), Q9HD26 | purified CAL PDZ, TMR-peptide fluorescence polarization, 1 h | inhibition, % at 24.9 µM | 0.92% of 300,000 active;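 active means mean inhibition of at least 30% with at least half of replicates also reaching 30%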;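 further: 0% = DMSO neutral control and 100% = excess unlabeled competitor peptide PRC23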
Wnt bcat act: Wnt/beta-catenin pathway activators, primary screen, cell-based, plate reader, single point; Wnt/beta-catenin reporter cell assay, activator; activation, % at 9.35 µM; 1.2% of 300,000 active; AID 743398, 2014; in the data active means activation above about 30%, passing the limit was not always enough;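 further: 0% = neutral control wells and 100% = positive control wells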
phage Ecoli inh: growth loss of phage-infected E. coli, primary screen, RecBCD inhibitor project, absorbance, with phage, HTS. inhibition, % at 11.9 µM. 0.26% of 360,000 active. AID 651602, 2012; in the data active means inhibition above about 11%
An asterisk follows results filed as active; nt = no result given.

SMILES	MITF TRPM1 HTS	SR-BI HDL uptake	Ecoli viability	CAL PDZ FP-1	AddAB inh	Tat transport	SR-BI uptake up	CAL PDZ FP-2	Wnt bcat act	phage Ecoli inh
CCOc1ccc(NC(=O)CSC2=C(C#N)C(c3ccc4c(c3)OCO4)CC(=O)N2)cc1 (centres undefined)	1	-5	-1.2	nt	0.9	-6	5	0	1	4.6
Cc1cc(C)cc(NC(=O)C(=S)NCc2ccccc2)c1	4	-1	-0.7	-1.1	-2.3	9	1	-7	-1	2.4
Cc1ccc(Cn2ccc(NC(=O)c3cc(C4CC4)on3)n2)cc1	20	nt	-0.3	-1.7	-0.2	5	nt	nt	4	-0.5
CCC1=NC(c2ccc(Br)cc2)N(O)C1(C)C (centres undefined)	15	-18	1.3	-0.4	5.0	1	18	-3	-11	3.8
CON=C1C=C(C)C(=O)C(C)=C1C	-12	-3	nt	-0.8	nt	-7	3	-1	-4	0.8
CCc1cc2c(COC(=O)c3cccc(NS(C)(=O)=O)c3)cc(=O)oc2cc1O	-4	nt	-1.7	-3.4	0.1	0	nt	-12	0	0.6
COc1cccc2c(Cl)c(CC=C(Cl)Cl)c(C)nc12	5	7	-2.4	0.1	-1.5	-7	-7	4	2	0.1
COc1cc(/C=N/NC(=O)c2cc3ccccc3[nH]2)ccc1O	5	42	-0.7	14	-0.6	-2	-42	-7	3	1.2
O=C(Nc1cccc(F)c1)c1cc(S(=O)(=O)N2CCC(C(=O)O)CC2)ccc1F	-2	-18	-1.2	nt	3.3	16	18	-1	nt	4.2
Cc1ccccc1S(=O)(=O)Cc1ccc(C(=O)NCc2ccccc2)o1	0	-7	0.8	-3.4	2.9	0	7	-1	-3	4.0
O=C1C=C(NCCc2cc(Br)c(O)c(Br)c2)C(=O)c2ncccc21	-109	21	nt	1.6	nt	-13	-21	-9	-6	1.9
COc1ccc(CNC(=O)c2csc(Cc3ccccc3)n2)cc1	37	-3	-1.6	0.5	2.9	6	3	0	nt	1.6
Nc1nc(-c2cc3ccccc3o2)cs1	102*	-12	1.1	-1.1	1.4	4	12	0	56*	1.8
COc1ccc(/C=N\N=C2/SC(CC(=O)O)C(=O)N2c2ccc(O)cc2)cc1OC (centres undefined)	8	-25	-2.6	-3.1	-1.9	0	25	-3	nt	4.3
CN(C)c1ccc(-c2nc3cnccn3c2Nc2ccc3c(c2)OCCO3)cc1	15	nt	0.0	-0.1	-0.8	2	nt	-5	-3	2.0
COc1cccc(C(=O)CSc2nnc(-c3ccco3)n2CC2CCCO2)c1 (centres undefined)	nt	15	1.9	-1.6	-0.1	1	-15	5	-1	0.0
CCC(C)NC(=O)CN(c1cc(C)cc(C)c1)S(=O)(=O)c1c(C)[nH]c(=O)[nH]c1=O (centres undefined)	8	-46	2.6	-0.8	0.7	-4	46	0	20	0.2
Cc1ccc(OCCC(=O)N(Cc2ccccc2)c2c(N)n(Cc3ccccc3)c(=O)[nH]c2=O)cc1	-3	12	1.8	-1.6	0.8	-6	-12	-6	-5	3.5
CCc1nc(=O)c(-c2ccccc2)c(C)n1-c1ccccc1	4	nt	1.4	-1.6	1.5	7	nt	2	-2	-1.5
CCn1c(SCC(=O)c2ccc(OC)cc2)nnc1C(C)NC(=O)c1ccc(OC)cc1 (centres undefined)	-8	34	2.9	-2.2	0.2	-5	-34	-5	nt	0.7
Cc1ccc(C(=O)C2(C)C3c4cc(Br)ccc4OC(=O)C32C(=O)c2ccco2)cc1 (centres undefined)	4	-7	2.2	0.0	1.6	3	7	-1	-2	0.7
O=C(CSc1ccc2nnc(-c3ccccn3)n2n1)Nc1ccccc1	2	-23	-0.9	-1.0	-3.0	3	23	-3	-2	-0.2
CCOC(=O)N1CCC(NC(=O)C2CCCN(S(=O)(=O)c3ccc4c(c3)oc(=O)n4C)C2)CC1 (centres undefined)	-3	5	-1.8	0.6	0.8	-2	-5	0	0	1.6
Cc1cc(NC(=O)NCc2ccccc2)c(=O)n(Cc2ccc(F)cc2)c1	19	6	-1.4	nt	-0.2	-1	-6	-4	0	-1.6
Cc1ccc[n+](-c2nc([O-])sc2/C=N/Nc2ccc([N+](=O)[O-])cc2)c1	nt	-11	1.8	0.7	2.2	0	11	nt	0	0.4

Sorted by value in Tat transport (rising): 4 from the list above.
molecule | MITF TRPM1 HTS | SR-BI HDL uptake | CAL PDZ FP-1 | Tat transport | SR-BI uptake up | CAL PDZ FP-2 | Wnt bcat act | phage Ecoli inh
O=C1C=C(NCCc2cc(Br)c(O)c(Br)c2)C(=O)c2ncccc21 | -109 | 21 | 1.6 | -13 | -21 | -9 | -6 | 1.9
COc1cccc2c(Cl)c(CC=C(Cl)Cl)c(C)nc12 | 5 | 7 | 0.1 | -7 | -7 | 4 | 2 | 0.1
Cc1cc(NC(=O)NCc2ccccc2)c(=O)n(Cc2ccc(F)cc2)c1 | 19 | 6 | nt | -1 | -6 | -4 | 0 | -1.6
COc1cccc(C(=O)CSc2nnc(-c3ccco3)n2CC2CCCO2)c1 (centres undefined) | nt | 15 | -1.6 | 1 | -15 | 5 | -1 | 0.0

Next compounds:
SMILES	MITF TRPM1 HTS	SR-BI HDL uptake	Ecoli viability	CAL PDZ FP-1	AddAB inh	Tat transport	SR-BI uptake up	CAL PDZ FP-2	Wnt bcat act	phage Ecoli inh
Cc1ccc(C)c(NS(=O)(=O)c2ccc(OCC(=O)NCC3CCCO3)cc2)c1 (centres undefined)	-1	-18	-1.6	-2.3	-2.9	5	18	1	-14	4.1
CCC(=O)NCCn1c(C)cc2ccccc21	-9	-24	1.7	0.3	-1.9	0	24	nt	nt	nt
c1ccc2c(c1)SCc1nnc(-c3ccncc3)n1-2	-11	8	-2.0	-0.8	2.9	4	-8	96*	4	2.8
C=C(C)COc1ccc(-c2ncnc(C(F)(F)F)c2-c2ccc(OC)cc2)c(O)c1	-3	18	0.2	-0.5	-1.4	2	-18	1	1	3.7
Cc1ccc(S(=O)(=O)N2CCN(C(=O)c3cc(-c4cccs4)nn3-c3ccccc3)CC2)cc1	-24	-6	0.6	-0.5	0.2	-8	6	-2	-4	5.6
O=C(NCc1ccco1)C1CCN(C(=O)c2ccc(Cl)cc2)CC1	-7	-11	-0.7	0.2	2.7	4	11	nt	-3	1.1
Cc1ccnc(SCC(=O)N2CCN(c3cccc(Cl)c3)CC2)n1	nt	10	0.4	-1.8	1.2	-1	-10	-1	-1	2.2
CCCCC(c1nnnn1CCOC)N1CCN(C)CC1 (centres undefined)	-7	-19	-1.2	nt	-1.8	7	19	9	-1	-0.5
CC(C(=O)Nc1ccc2c(c1)OCO2)N(C)CC(=O)Nc1ccc(Cl)cc1 (centres undefined)	11	10	nt	-0.3	nt	-2	-10	-2	-3	-2.8
CCOc1ccc(CCNC(=O)COC(=O)COc2ccc(C#N)cc2)cc1OCC	9	-4	1.8	-0.2	2.1	-4	4	nt	-1	1.1
CC(=O)Oc1ccc(/C(C)=N/N2CCN(Cc3ccc(C)cc3)CC2)cc1	nt	-10	-0.2	-0.2	3.7	10	10	-1	-2	1.6
O=C(Nc1ccc2c(c1)OCCO2)N1CCN(c2ccccc2)CC1	nt	7	1.4	-0.2	3.8	-3	-7	-5	18	7.5
C=C1CCN([C@@H](CC(C)C)C(=O)Nc2nc3ccc(Cl)cc3s2)S(=O)(=O)c2ccccc21	13	35	2.6	-1.9	-0.2	-7	-35	-2	4	3.3
CCN(CC)C(=O)C1CCN(CC2CC=CCC2)CC1 (centres undefined)	-7	-14	-1.7	0.5	0.6	0	14	3	nt	-0.3
CCc1cccc(NC(=O)CN(C)S(=O)(=O)c2cccs2)c1	20	-15	-1.2	-0.7	4.0	-5	15	5	0	2.4
COc1ccc(-n2nc3c(N4CCC(C(=O)N5CCCCCC5)CC4)nnc(C)c3c2C)cc1	-2	6	-2.3	-3.3	1.9	7	-6	0	-2	2.0
O=C(O)Cn1ncc2c1-c1ccoc1CC2	-14	-19	0.4	0.1	3.2	-14	19	-1	-3	3.5
COc1ccc(S(=O)(=O)N2CCCCCC2)cc1C(=O)Nc1ccc(C(=O)N(C)C)cc1	3	3	nt	-2.8	nt	-3	-3	-4	-4	2.2
Cc1ccc(C(=O)N2CCC(C(N)=O)CC2)cc1C	nt	13	-1.4	-0.3	3.1	7	-13	-3	0	1.9
COc1ccc(CN2CCC(C(=O)c3cccc(Cl)c3)CC2)cc1	-8	1	1.0	0.7	3.8	3	-1	nt	-1	4.0
CCOC(=O)N1CCC(N(CCOC)C(=O)Nc2ccc(Cl)cc2)CC1	1	53	-2.5	-2.7	2.4	8	-53	-4	1	2.9
O=C(NCc1ccccc1Cl)/C(=C\c1cccnc1)NC(=O)c1ccccc1	-9	nt	2.0	-1.9	0.2	1	nt	-3	1	2.2
O=C(Nc1ccncc1)c1cccc(F)c1	-5	9	1.6	0.0	2.6	-16	-9	-7	nt	3.0
Cc1cc(C)n(-c2nnc(C)n2/N=C/c2ccc(O)cc2)n1	1	-6	-2.0	-0.7	-0.2	8	6	12	-1	3.4
Cc1ccc(N2CC(NC(=O)N3CCN(C(=O)c4ccco4)CC3)CC2=O)cc1 (centres undefined)	0	-6	1.0	0.5	-2.4	1	6	-2	-3	-0.4
COc1ccc(NC(=O)Nc2ccccc2SC)c(OC)c1	3	39	-2.7	-6.3	0.4	-4	-39	-2	-1	3.2
CCCCc1c(O)nc(SC2CC(=O)N(c3ccc(C(=O)OCC)cc3)C2=O)[nH]c1=O (centres undefined)	nt	11	-0.3	-0.5	0.6	-7	-11	-2	1	5.1
CCOc1ncccc1C(=O)OC(C)C(=O)Nc1ccc(CC)cc1 (centres undefined)	0	2	-1.6	-1.5	-1.0	0	-2	1	0	2.1
O=c1oc2ccccc2c(NC2CCCCC2)c1NS(=O)(=O)c1ccc(Cl)cc1	8	22	-1.0	-2.2	1.7	8	-22	-3	-2	-1.9

Full records, quoted from the list.
`c1ccc2c(c1)SCc1nnc(-c3ccncc3)n1-2` reads MITF TRPM1 HTS: -11; SR-BI HDL uptake: 8; Ecoli viability: -2.0; CAL PDZ FP-1: -0.8; AddAB inh: 2.9; Tat transport: 4; SR-BI uptake up: -8; CAL PDZ FP-2: 96*; Wnt bcat act: 4; phage Ecoli inh: 2.8
`COc1ccc(NC(=O)Nc2ccccc2SC)c(OC)c1` reads MITF TRPM1 HTS: 3; SR-BI HDL uptake: 39; Ecoli viability: -2.7; CAL PDZ FP-1: -6.3; AddAB inh: 0.4; Tat transport: -4; SR-BI uptake up: -39; CAL PDZ FP-2: -2; Wnt bcat act: -1; phage Ecoli inh: 3.2

Source: PubChem
